Bioassay records (PubChem)
MrgX1 ag – agonists of human MrgX1 receptor, primary screen, HEK293 cells, Fluo-4 calcium flux. Mas-related G-protein coupled receptor member X1 (Homo sapiens), Q96LB2. Fluo-4 calcium fluorescence, agonist mode; hits give high values. 310,000 tested, 0.44% active. B-score at 10 µM. AID 588627, 2011;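 active = calcium response B-score plate-corrected fluorescence ratio at least 3 library SD, with starting fluorescence B-score inside 5 SD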
Target sequence (Q96LB2 whole entry, looked up): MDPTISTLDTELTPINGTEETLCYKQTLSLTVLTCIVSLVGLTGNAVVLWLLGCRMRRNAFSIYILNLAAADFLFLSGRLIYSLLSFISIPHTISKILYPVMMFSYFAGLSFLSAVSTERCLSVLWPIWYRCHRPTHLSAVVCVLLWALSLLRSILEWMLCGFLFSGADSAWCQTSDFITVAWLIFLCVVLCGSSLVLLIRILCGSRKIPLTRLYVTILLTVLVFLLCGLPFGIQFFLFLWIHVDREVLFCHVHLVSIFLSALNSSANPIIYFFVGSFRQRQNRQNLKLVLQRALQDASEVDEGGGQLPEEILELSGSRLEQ
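Assay system: stable human MrgX1 HEK293 cell line. Quantity: 15,000 cells per well. Schedule: cells plated overnight, dye loaded 0.5 h 37 °C, 0.5 h room temperature. Detection: Fluo-4 NW calcium-flux fluorescence, kinetic read. Read-out basis: peak-minus-minimum fluorescence over baseline, converted to B scores. Control set: positive and negative control wells on each plate.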
HIF act – HIF pathway transcriptional activators, primary screen, cell-based, U2OS HRE-luciferase, luminescence; activation, % at 7.5 µM (by protocol); U2OS HRE-luciferase reporter; normalized: DMSO 0%, desferrioxamine 100%; AID 1910, 2009; 300,000 tested, 0.32% active;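 active = mean activation of at least 10% of the iron chelator positive control signal, with at least half of replicates also reaching 10%; inconclusive = mean and replicate majority disagree about reaching 10%; inactive = mean and most replicates under 10%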
MrgX1 PAM – positive allosteric modulators of MrgX1, primary screen, HEK293 cells, Fluo-4 calcium flux. Mas-related G-protein coupled receptor member X1 (Homo sapiens), Q96LB2. FDSS; hits give high values. B-score at 10 µM. 310,000 tested, 0.63% active;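 active = plate-corrected calcium response at least 3 library SD above typical, normal starting fluorescence, not activating the receptor alone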;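 also: compound read alongside a low EC10 to EC30 dose of BAM8-22 agonist; peak minus trough fluorescence over baseline measured at the second addition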
RGS4 block – RGS4 inhibitors, primary screen, cell-based, HEK293 M3R inducible RGS4, calcium flux; Fluo-4 calcium flux; hits give high values; triggered by carbachol at its EC20; B-score at 10 µM; 310,000 tested, 0.45% active;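 active = B-score, a plate-corrected calcium signal, over three deviations above library mean, with baseline fluorescence within five deviations of library mean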;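 also: RGS4 expression induced by doxycycline in cells with stable M3 receptor; B-score is computed from the integrated fluorescence ratio over baseline after carbachol; higher B-score means a larger calcium signal and so more RGS4 inhibition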
Target sequence (P49798 whole entry, looked up): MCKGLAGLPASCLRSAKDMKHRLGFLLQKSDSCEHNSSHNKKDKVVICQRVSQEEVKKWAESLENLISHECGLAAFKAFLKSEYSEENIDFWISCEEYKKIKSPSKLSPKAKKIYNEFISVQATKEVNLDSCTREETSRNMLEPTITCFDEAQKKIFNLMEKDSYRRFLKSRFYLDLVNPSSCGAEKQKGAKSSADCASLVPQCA
SKKanGAS inh – S. pyogenes SKKanGAS growth inhibitors in kanamycin, primary screen, streptokinase expression inhibitor project, SKKanGAS strain, BacTiter-Glo luminescence; inhibition, % at 7.5 µM; 6 h; AID 1662, 2009; 300,000 tested, 1.3% active;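 active = mean replicate score, as percent of positive control median, at least 50; inconclusive = mean below 50 but one replicate at or above 50; inactive = mean and every replicate below 50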;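 also: strain carries kanamycin resistance gene driven by streptokinase promoter and grows in 40 µg/ml kanamycin; loss of luminescence reflects streptokinase promoter inhibition or plain growth inhibition; 0% = median of DMSO wells and 100% = positive control at its reference dose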
TRPC6 inh – mouse TRPC6 channel inhibitors, primary screen, cell-based, HEK293, membrane potential dye; Short transient receptor potential channel 6 (Mus musculus), Q61143; ACh-evoked depolarization; hits give low values; B-score at 10 µM; 310,000 tested, 1.1% active;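 active = B-score under library mean minus 3 SD, initial fluorescence not abnormally high, positive integrated signal ratio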;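 also: B-score derived from integrated fluorescence ratio over the kinetic read; more negative B-score means stronger inhibition of depolarization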
MrgX1 antagonist – antagonists of human MrgX1 receptor, primary screen, HEK293 cells, Fluo-4 calcium flux | Mas-related G-protein coupled receptor member X1 (Homo sapiens), Q96LB2 | BAM8-22 antagonism; hits give low values | B-score at 10 µM | 310,000 tested, 1.3% active | AID 588676, 2011;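 active = calcium-response B-score plate-corrected more than 3 library SD below zero, starting fluorescence within 5 deviations, no agonist response on first addition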;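 also: peak minus trough fluorescence over baseline after final BAM8-22 challenge near maximal dose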
RGS4 pot – RGS4 potentiators or activators, primary screen, cell-based, HEK293 M3R inducible RGS4, calcium flux. 310,000 tested, 0.92% active. AID 463111, 2010. carbachol calcium flux Fluo4; hits give low values. B-score at 10 µM;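 active = B-score of the integrated calcium signal more than 4 SD below the library mean, with starting fluorescence not abnormally high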;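 also: negative B-score means reduced calcium response which marks RGS4 activation or potentiation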
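Material: M3R-expressing HEK293 line, RGS4 induced by doxycycline | Schedule: Overnight RGS4 induction, 30 min dye load 37 °C, 20 min compound RT | Measured by: Fluo4 fluorescence kinetic imaging of calcium | Read-out: Integrated calcium ratio converted to B score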
TRPC6 activator – mouse TRPC6 channel activators, primary screen, cell-based, HEK293, membrane potential dye; HEK293-TRPC6 membrane potential dye fluorescence; hits give high values; B-score at 10 µM; 310,000 tested, 0.13% active; AID 2550, 2010;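 active = B-score of the integrated fluorescence ratio above library mean plus 3 SD, and starting fluorescence ratio within library mean plus 5 SD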;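 also: higher score means more depolarization so channel activation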
TRPC4 block – inhibitors of mouse TRPC4 channel, primary screen, Fluo4 calcium, HEK293 TRPC4beta/mu-opioid cells; 300,000 tested, 0.39% active; Short transient receptor potential channel 4 (Mus musculus), Q9QUQ5; DAMGO-evoked Fluo4 calcium flux; hits give low values; B-score at 10 µM;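 active = B-score over 3 SD under the library average, no early fluorescence shift, positive overall ratio signal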
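Assay system: TRPC4beta/mu-opioid receptor HEK293 cell line; compound dosing: single concentration per test compound; detection: Fluo4 Ca2+ flux fluorescence; evaluation: per-well B score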
Platelet DG rel – inhibitors of platelet dense granule secretion, primary screen, cell-based, MLPCN, human platelets; human platelet-rich plasma, SFLLRN dense granule ATP release, luminescence; inhibition, %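 (compounds screened at 7.5 µM in platelet-rich plasma)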; 300,000 tested, 0.22% active; AID 1663, 2009;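 active = mean replicate score, as percent of positive control, at or above 50; inconclusive = mean below 50 but at least one replicate at or above 50; inactive = mean and every replicate below 50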
* hit, by the source's call; i = inactive; ? = inconclusive; . = no result given.

SMILES	MrgX1 ag	HIF act	MrgX1 PAM	RGS4 block	SKKanGAS inh	TRPC6 inh	MrgX1 antagonist	RGS4 pot	TRPC6 activator	TRPC4 block	Platelet DG rel
C=CCc1cccc(Cl)c1OCCCNC1CCCC1	i	-2.0	i	i	-9	i	i	i	i	i	1
Cc1ccc(CCNC(=O)Cn2ccc3cc(S(=O)(=O)N4CCCC4)ccc32)cc1	i	0.5	i	i	-6	i	i	i	i	i	1
O=C(CNS(=O)(=O)c1ccc(F)c(Cl)c1)N1CCCCCC1	i	0.1	i	i	-1	i	i	i	i	i	-26
Cc1ccc(OCC(=O)NNC(=O)C2CSC3(C)CCC(=O)N23)cc1 (stereo not drawn)	i	-0.3	i	i	-8	i	i	i	i	i	-7
COc1ccc(NC(=O)CSc2nc3ccccc3c(=O)n2CCC(=O)N2CCCCC2)cc1	i	-0.4	i	i	16	i	i	i	i	i	-9
CC(C)(C)OC(=O)N1CCC2(CC1)Oc1ccc(F)cc1C(=O)C21CC(c2ccc(Cl)cc2)=NO1 (stereo not drawn)	i	-0.8	i	i	6	i	i	i	i	i	-1
CC(=O)Nc1nnc(C)s1	i	0.2	i	i	-1	i	i	i	i	i	2
O=C(NCc1ccc(F)cc1)C1CCC(=O)N1CCc1ccccc1 (stereo not drawn)	i	-0.3	i	i	-2	i	i	i	i	i	16
Cc1ccc(NC(=O)CC2C(=O)NC3CCCCC3N2C(=O)c2ccc(F)cc2)cc1C (stereo not drawn)	i	-0.1	i	i	-1	i	i	i	i	i	?
Cc1ccnc(SCC(=O)c2ccc([N+](=O)[O-])cc2)n1	i	0.0	i	i	2	i	i	i	i	i	2
O=C1OCCN1C(=O)[C@H]1[C@H](c2ccc(F)cc2)C(c2ccc(F)cc2)=NN1c1ccc(Br)cc1	i	-0.8	i	i	31	i	i	-9.2*	i	i	4
CN1CCN(C(=O)c2ccccc2N(Cc2ccccc2)S(C)(=O)=O)CC1	i	0.3	i	i	-3	i	i	i	i	i	-9
O=C(CSc1nnc(-c2ccc(O)cc2)o1)Nc1ccccc1	i	1.9	i	i	-4	i	i	i	i	i	-3
Cc1ccccc1OCCN1CCC(Cc2ccccc2)CC1	i	-0.5	i	i	-5	i	i	i	i	i	1
CCOC(=O)CSc1nc(C)cc(C)c1C(N)=O	i	-0.2	i	i	2	i	i	i	i	i	1
Cc1nnc(NC(=O)Cn2cnc3c2c(=O)n(C)c(=O)n3C)s1	i	-0.6	i	i	-2	i	i	i	i	i	-4
OCCCCNc1cccc2ccccc12	i	0.8	i	i	-6	i	i	i	i	i	10
CC1Cc2ccccc2N1C(=O)COC(=O)c1cccnc1Cl (stereo not drawn)	i	0.1	i	i	-2	i	i	i	i	i	5
On1c2c(c3c4nonc4ccc31)CCCC2	27*	0.1	i	i	17	i	i	i	i	i	6
Cc1cccnc1NC(=O)c1cc2ccccc2oc1=O	i	4.0	i	i	1	i	i	i	i	i	14
COc1cccc2cc(C(=O)OCC(=O)NCc3ccc4c(c3)OCO4)c(=O)oc12	i	1.9	i	i	-20	i	i	i	i	i	-20
COc1ccc(CSc2nc3nc(C)cc(C)n3n2)cc1F	i	-0.1	i	i	25	i	i	i	i	i	-4
COc1ccc2c(c1)[nH]c1c(=O)n(Cc3ccccn3)cnc12	i	0.9	i	i	17	i	i	i	i	i	-3
COc1ccc(/C=C(/C#N)C(=O)Nc2cc(C)ccc2C)cc1C(=O)O	i	0.4	i	i	-1	i	i	i	i	i	-38
Cn1ccnc1SC(=O)N1c2ccccc2Sc2ccccc21	i	-0.2	i	i	-4	i	i	i	i	i	-14
Cc1cc(NC(=O)CSc2nnc(Nc3ccccc3F)s2)no1	i	-2.1	i	i	6	i	i	i	i	i	-2
COc1ccc(/C=C/C(=O)c2ccc[nH]2)c(OC)c1OC	i	4.4	i	i	3	i	i	i	i	i	5
CCOCCCn1c(=O)c2ccccc2n2c(=S)[nH]nc12	i	-26	i	i	-4	i	i	i	i	i	-6
NC(=O)C1CCN(C(=O)c2ccc(-c3ccccc3)cc2)CC1	i	-0.2	i	i	-2	i	i	i	i	i	-1
Cc1nn(Cc2ccccc2)c(Cl)c1C(=O)OCC#N	i	-0.7	i	i	10	i	i	i	i	i	-1

Reprinted from the part before: two compounds; new compounds follow.
SMILES	MrgX1 ag	HIF act	MrgX1 PAM	RGS4 block	SKKanGAS inh	TRPC6 inh	MrgX1 antagonist	RGS4 pot	TRPC6 activator	TRPC4 block	Platelet DG rel
NC(=O)C1CCN(C(=O)c2ccc(-c3ccccc3)cc2)CC1	i	-0.2	i	i	-2	i	i	i	i	i	-1
Cc1nn(Cc2ccccc2)c(Cl)c1C(=O)OCC#N	i	-0.7	i	i	10	i	i	i	i	i	-1
CCOC(=O)c1ccc(NC(=O)Nc2ccc(F)cc2)cc1	i	2.5	i	i	0	i	i	i	i	i	-5
CC(C)[C@H](NC(N)=O)C(=O)Nc1ccc(Oc2ccccc2)cc1	i	-0.7	i	i	0	i	i	i	i	i	-1
O=C(Oc1c(-c2ccccc2)c(=O)n2c3c(cccc13)CC2)c1cccc([N+](=O)[O-])c1	i	-1.1	i	i	5	i	i	i	i	i	-2
CCOC(=O)c1nc(Nc2ccc(N3CCOCC3)cc2)c2ccccc2n1	i	-0.3	i	i	-2	i	i	i	i	i	6
Cc1ccc2nc(C)cc(C(=O)OCC(=O)Nc3c(C)n(C)n(-c4ccccc4)c3=O)c2c1	i	-1.1	i	i	3	i	i	i	i	i	-3
CCc1cccc(N(CC(=O)NC2CCCCC2)C(=O)c2csnn2)c1	i	1.6	i	i	2	i	i	i	i	i	14
Cn1c(CN2CCN(S(C)(=O)=O)CC2)nc2cc([N+](=O)[O-])ccc21	i	0.6	i	i	4	i	i	i	i	i	.
O=C(CSc1ncn[nH]1)N1c2ccccc2Sc2ccccc21	i	0.1	i	i	-3	i	i	i	i	i	1
Cc1ccc(N/C(N)=N/c2nc3c(c(=O)[nH]2)CCCC3)c(C)c1	i	-0.2	i	i	-2	i	i	i	i	i	-10
COC(=O)c1cccc(NC(=O)c2cccnc2C(=O)O)c1C	i	0.9	i	i	-6	i	i	i	i	i	2
O=C(NC1C=CS(=O)(=O)C1)c1sc2ccccc2c1Cl (stereo not drawn)	i	-0.2	i	i	0	i	i	i	i	i	9
O=C(COC(=O)c1ccc(O)cc1)NCCC1=CCCCC1	i	-0.2	i	i	-1	i	i	i	i	i	-3
COc1cccc(CNc2cc(CSc3ccc(Cl)cc3)nc(C)n2)c1	i	-0.6	i	i	2	i	i	i	i	i	8
COc1cc2c(cc1OC)CN(Cc1ccc(OC)c(C)c1OC)CC2	i	0.1	i	i	-4	i	i	i	i	i	-3
Cc1nc2ccccc2c(=O)n1C1CCCCCC1	i	0.3	i	i	-6	i	i	i	i	i	4
CC(C)C(=O)N(Cc1cc2ccccc2[nH]c1=O)C(C)(C)C	i	-0.3	i	i	1	i	i	i	i	i	-4
COC(=O)C1(CCSC)NC(c2ccccc2OC)C2C(=O)N(C)C(=O)C21 (stereo not drawn)	i	0.1	i	i	4	i	i	i	i	i	1
CCn1c(SCC(=O)N2CCOCC2)nnc1-c1ccco1	i	-0.5	i	i	-4	i	i	i	i	i	-4
O=C(CN1CCN(C2CCCCC2)CC1)Nc1ccccc1-c1ccccc1	i	-0.3	i	i	11	i	i	i	i	i	1
COc1cccc(NC(=O)c2cc(OC)c(OC)c(OC)c2Br)c1	i	0.1	i	i	8	i	i	i	i	i	-1
CCOc1ccc(Br)cc1S(=O)(=O)N1CCC(C(N)=O)CC1	i	-0.3	i	i	-2	i	i	i	i	i	2
Cc1ccc(N(C(=O)Cn2nnc(-c3ccccc3F)n2)C(C(=O)NC2CCCC2)c2ccncc2)cc1 (stereo not drawn)	i	-0.7	i	i	-4	i	i	i	i	i	-2
Cc1ccc(N2C(=O)CC(Sc3nc(C)cc(C)n3)C2=O)cc1 (stereo not drawn)	i	1.7	i	i	-4	i	i	i	i	i	2
N#Cc1sc2nc(-c3cccs3)cc(-c3ccccc3)c2c1N	i	0.2	i	i	0	i	i	i	i	i	1
Cc1csc(SCC(=O)NC(=O)c2ccccc2)n1	i	-1.0	i	i	-1	i	i	i	i	i	2
O=S(=O)(NC(=S)c1ccccc1)c1ccc(Cl)cc1	i	0.5	i	i	-1	i	i	i	i	i	8
COc1ccc(S(=O)(=O)n2c(CCN3CCOCC3)nc3ccccc32)cc1	i	0.4	i	i	-2	i	i	i	i	i	1
COc1ccc(Cc2noc(-c3ccc(C)cc3)n2)cc1	i	2.3	i	i	3	i	i	i	i	i	10
O=C(COc1cccnc1[N+](=O)[O-])NCCc1ccc(Cl)cc1	i	0.1	i	i	-2	i	i	i	i	i	0
O=C(c1ccc(S(=O)(=O)N2CCOCC2)cc1)N1CCN(S(=O)(=O)c2ccc(Cl)s2)CC1	i	-0.5	i	i	.	i	i	i	i	i	-1
CC(C)OC(=O)CSc1nc2ncc(Cl)cc2[nH]1	i	0.3	i	i	-1	i	i	i	i	i	2
CSc1ncccc1C(=O)OCc1ccc([N+](=O)[O-])cc1	i	0.0	i	i	15	i	i	i	i	i	-5
COc1cc(OC)cc(C(=O)Nn2cnnc2)c1	i	0.2	i	i	0	i	i	i	i	i	-3
C/C(=N\NC(=O)c1cc(-c2ccco2)nc2ccccc12)c1cccnc1	i	0.0	i	i	-4	i	i	i	i	i	9

Outcome played no part in choosing rows, and some 6.1% of all compounds hit somewhere here.
